FXIa inh: human FXIa protease inhibitors, primary screen, biochemical, 1536-well; purified FXIa, Boc-Glu-Ala-Arg-AMC fluorogenic substrate; inhibition, % at 5 µM; 220,000 compounds, 0.14% hits; AID 798, 2007;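 active = inhibition of at least 40%; inactive = inhibition below 40%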;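 note: fluorescence of freed AMC excited at 355 nm; 0% = enzyme without compound and 100% = no enzyme blank; many of its hits are not listed in these tables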
TNF necrop inh: inhibitors of TNF-alpha triggered necroptosis, primary screen, cell-based, Jurkat FADD-/-, single concentration | 220,000 compounds, 0.068% hits | activation (protection from cell death), % at 10 µM | Jurkat FADD-/- TNF necroptosis rescue, ATP luminescence, 24 h; 0 = TNF only, 100 = no-TNF cells;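 active = activation, meaning protection from cell death, of at least 50% relative to plate controls; inactive = activation below 50%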;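 note: necroptosis triggered by 40 ng/mL TNF-alpha added together with compound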
Rad51 HR inh: human RAD51 strand exchange inhibitors, primary screen, biochemical, fluorescence. DNA repair protein RAD51 homolog 1 (Homo sapiens), Q06609. hRad51 DNA strand exchange, fluorescence dequenching. inhibition, % at 10 µM. 200,000 compounds, 0.085% hits. AID 1385, 2008;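 active = inhibition above 40% at the single screening dose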;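 note: 0% = DMSO control wells and 100% = blanks with heterologous ssDNA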
Target sequence (Q06609 whole entry, looked up): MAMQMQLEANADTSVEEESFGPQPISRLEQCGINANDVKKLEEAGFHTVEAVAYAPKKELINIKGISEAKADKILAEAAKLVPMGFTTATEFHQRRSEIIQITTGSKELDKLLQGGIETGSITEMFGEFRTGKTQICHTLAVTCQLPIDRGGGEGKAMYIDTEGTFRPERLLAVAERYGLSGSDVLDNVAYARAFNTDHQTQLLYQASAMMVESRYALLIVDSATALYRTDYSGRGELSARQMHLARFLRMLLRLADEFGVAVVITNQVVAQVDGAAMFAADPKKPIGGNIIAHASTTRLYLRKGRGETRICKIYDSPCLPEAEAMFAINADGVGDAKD
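Assay system: Human Rad51 nucleoprotein filaments preassembled on unlabelled ssDNA | Reagent: Donor/quencher-labelled 47-bp dsDNA substrate | Doses: One concentration, 10 µM final | Times: 37 °C 15-min filament assembly, 30-min compound preincubation, 15-min exchange | Technique: Fluorescein emission 520 nm, excitation 485 nm | Benchmarks: Plate control and blank wells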
Thrombin inh: human alpha-thrombin inhibitors, primary screen, counter-screen for coagulation protease inhibitor project, biochemical, 1536-well, fluorogenic AMC substrate | Boc-VPR-AMC fluorogenic substrate cleavage | inhibition, % at 5 µM | 220,000 compounds, 0.26% hits;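 active = inhibition at or above 40%; inactive = inhibition below 40%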;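 note: 0% = enzyme with no compound and 100% = wells without enzyme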
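Material: Human alpha-thrombin protein | Buffer or medium: pH 7.5 Tris-saline with Tween 20 | Reagent: Boc-VPR-AMC substrate, 15 µM final | Schedule: Reaction at ambient temperature | Detection: AMC fluorescence at 355 nm excitation and 460 nm emission | Evaluation: Percent inhibition scaled between no-compound controls and no-enzyme blanks | Controls: no-compound enzyme wells and no-enzyme blanks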
FXIIa inh 1536: human FXIIa protease inhibitors, primary screen, biochemical, 1536-well; Coagulation factor XII (Homo sapiens), P00748; purified FXIIa, Boc-QGR-AMC fluorogenic substrate, 2 h; inhibition, % at 5 µM; 220,000 compounds, 0.3% hits; AID 800, 2007; in the data active = inhibition above about 40%;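 note: 0% = enzyme with no compound and 100% = blank without enzyme; many of its hits are not listed in these tables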
zVAD death inh: inhibitors of zVAD-triggered necroptosis, primary screen, L929 cells. viability rescue, % at 10 µM. AID 1377, 2008. 220,000 compounds, 0.38% hits. L929 zVAD necroptosis rescue, ATP luminescence, 24 h; with zVAD 60 µM;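 active = activation, scaled between plate controls, above about 75%, limit read from the data; inactive = activation under that limit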;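 note: 0% = zVAD with DMSO and 100% = DMSO alone without zVAD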
KLK5 inh: human KLK5 protease inhibitors, primary screen, biochemical, 1536-well; Kallikrein-5 (Homo sapiens), Q9Y337; 210,000 compounds, 0.59% hits; recombinant hK5, fluorogenic AMC substrate cleavage; inhibition, % at 5 µM;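 active = inhibition of 40% or more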;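 note: 0% = enzyme controls without compound and 100% = no-enzyme blanks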
Target sequence (Q9Y337 67-293 limits assumed): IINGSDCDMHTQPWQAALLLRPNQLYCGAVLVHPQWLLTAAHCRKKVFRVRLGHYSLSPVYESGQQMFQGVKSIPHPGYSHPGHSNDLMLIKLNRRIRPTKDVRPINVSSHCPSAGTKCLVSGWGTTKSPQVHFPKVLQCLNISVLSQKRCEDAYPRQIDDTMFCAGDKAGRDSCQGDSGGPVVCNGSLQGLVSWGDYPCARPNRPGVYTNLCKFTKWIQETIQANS
Hck-Nef inh: inhibitors of Nef-activated human Hck kinase, primary screen, biochemical, Z-Lyte FRET, 384-well, Hck-YEEI; Tyrosine-protein kinase HCK (Homo sapiens), P08631; Recombinant Hck-YEEI plus Nef, Z-Lyte FRET kinase assay; inhibition, % at 20 µM; 220,000 compounds, 0.68% hits;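 active = Hck-Nef kinase inhibition above about 50%, limit read from the data; inactive = inhibition below that limit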;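 note: 0% = DMSO with Hck plus Nef and 100% = Hck alone without Nef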
Target sequence (P08631 whole entry, looked up): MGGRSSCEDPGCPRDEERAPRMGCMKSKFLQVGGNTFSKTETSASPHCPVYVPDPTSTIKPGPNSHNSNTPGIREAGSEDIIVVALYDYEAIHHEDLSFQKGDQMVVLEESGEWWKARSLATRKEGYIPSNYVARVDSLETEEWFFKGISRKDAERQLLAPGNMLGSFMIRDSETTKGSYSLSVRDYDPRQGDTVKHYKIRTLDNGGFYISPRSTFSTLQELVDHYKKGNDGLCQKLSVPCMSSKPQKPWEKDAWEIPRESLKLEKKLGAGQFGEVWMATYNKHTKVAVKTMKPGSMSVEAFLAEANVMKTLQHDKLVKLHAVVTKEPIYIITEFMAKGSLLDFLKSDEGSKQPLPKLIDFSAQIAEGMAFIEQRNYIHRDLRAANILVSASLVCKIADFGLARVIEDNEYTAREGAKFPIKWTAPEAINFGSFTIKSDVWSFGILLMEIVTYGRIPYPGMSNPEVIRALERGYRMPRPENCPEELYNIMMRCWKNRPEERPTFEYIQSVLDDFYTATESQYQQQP
Cl transport mod: KCC2 cotransporter modulators, thallium flux, primary screen, cell-based, HEK293 KCC2, FluoZin-2 fluorescence, MLSMR. Solute carrier family 12 member 5 (Homo sapiens), Q9H2X9. KCC2 cells, thallium flux FluoZin-2 fluorescence. B-score of Tl+ flux slope (higher = more flux/activation; lower = inhibition) at 10 µM. 190,000 compounds, 2.2% hits. AID 1456, 2008;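 active = thallium flux slope and its plate-corrected score both differing from the plate sample mean at a set confidence after two filtering rounds, in either direction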;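 note: slope of fluorescence scaled to starting intensity during 10 to 20 s after thallium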
Numbers without * were called inactive; x = no result given. These rows are one share of the data; the hit share may differ from the screen's.

SMILES | FXIa inh | TNF necrop inh | Rad51 HR inh | Thrombin inh | FXIIa inh 1536 | zVAD death inh | KLK5 inh | Hck-Nef inh | Cl transport mod
COc1ccc(S(=O)(=O)NCC(=O)N(CC(=O)NCC2CCCO2)c2c(C)cccc2C)cc1 (stereo not drawn) | 1 | 1.5 | -1 | 5 | 13 | -0.3 | -8 | 0 | -0.74
COc1cc2c(cc1OC)CN(C(=O)c1sccc1C)CC2 | 5 | 0.2 | x | -1 | 14 | 0.7 | 2 | -8 | 0.0082
O=C1CN(C(=O)CSc2nc3ccccc3c(=O)n2Cc2ccc(F)cc2)c2ccccc2N1 | -6 | 6.8 | 11 | -10 | -3 | -0.3 | -19 | 5 | 19*
Cn1cccc1/C=C1\Cc2ccccc2C1=O | 10 | -2.0 | -32 | 6 | 13 | 49 | 1 | 19 | -0.42
CC(C)(CSc1ccccn1)NS(=O)(=O)c1ccccc1 | 0 | 0.6 | -44 | -12 | 6 | 0.6 | -12 | 2 | 1.3
CCOC(=O)N1[C@@H]2C=C(C)[C@@H]2[C@@H]2[C@@H](C)C(=O)N21 | 8 | 0.1 | -18 | -2 | 11 | -0.5 | -7 | 3 | 1.2
Cc1ccc(S(=O)(=O)N(CCCO)CC(O)CON=C2c3ccccc3-c3ccccc32)cc1 (stereo not drawn) | -1 | 7.9 | -2 | 1 | 0 | 2.9 | -4 | 3 | -0.85
O=C(CC1CC2CCC1C2)Nc1nc(-c2ccccn2)cs1 (stereo not drawn) | 28 | 1.4 | -21 | 19 | 21 | 0.4 | 87* | 20 | -0.19
CCN(CC)C(=O)CSc1nnc(-c2ccc(S(=O)(=O)NCc3ccccc3Cl)cc2)o1 | -2 | -8.6 | x | -2 | 9 | -0.4 | 1 | -1 | 0.012
Cc1ccc(C(=O)NN2C(=O)C3C4C=CC([C@@H]3C2=O)C42CC2)cc1 (stereo partly drawn) | -2 | 1.0 | 14 | -2 | 4 | 0.9 | -2 | 12 | 0.49
Cc1occc(=O)c1O | 7 | 2.3 | -7 | 0 | 10 | 3.9 | -19 | 3 | 0.38
O=C(Nc1ccccc1N1CCOCC1)C1CCN(S(=O)(=O)c2ccccc2F)CC1 | 3 | 1.7 | -3 | -3 | 14 | 0.1 | -19 | 5 | -0.058
COc1cccc(-c2nnc(SCC(=O)NCc3ccc4c(c3)OCO4)n2Cc2ccco2)c1 | 0 | -1.4 | 8 | -20 | -5 | -1.0 | 4 | -16 | -1.2
Cc1c(NC(=O)CSc2nnc3sc4ccccc4n23)c(=O)n(-c2ccccc2)n1C | 3 | -1.4 | 5 | 5 | 16 | -0.1 | 8 | 1 | 1.9
O=C(NCc1ccncc1)NC12CC3CC(CC(C3)C1)C2 | -5 | 1.6 | x | -8 | 3 | -0.7 | x | 2 | 0.34
CN(CCNC(=O)c1ccc(/C=N/O)nc1)Cc1ccccc1 | 2 | 2.7 | -11 | -5 | 8 | 0.6 | -6 | 1 | 0.27
CCOc1ccc(N(C(C)C(=O)NN=C2CCCCCCC2)S(C)(=O)=O)cc1 (stereo not drawn) | 16 | -1.5 | -50 | -3 | 7 | 0.9 | -9 | 2 | -1
O=[N+]([O-])c1ccccc1/C=N/N1CCN(c2ccccn2)CC1 | -11 | 0.1 | -5 | -15 | 6 | 0.3 | -17 | 0 | -1.7
CCOC(=O)NC1(Nc2ccc(C)cc2)Oc2ccccc2O1 | 2 | -11 | 5 | -14 | 9 | 6.9 | -4 | 7 | -0.035
O=C1C2CSCN2C(=O)CN1CCCN1CCN(C(c2ccccc2)c2ccccc2)CC1 (stereo not drawn) | 1 | -1.5 | 2 | -7 | 11 | -0.9 | -16 | 5 | -0.45
COc1ccc(Nc2ccc([N+](=O)[O-])cc2[N+](=O)[O-])cc1 | 2 | -0.7 | 17 | 5 | 4 | -0.5 | 1 | 6 | -0.0075
CSCC[C@H](NC(=O)OC(C)(C)C)C(=O)N/N=C/c1cc2ccc(C)cc2nc1Cl | 4 | 3.9 | -3 | -4 | 6 | 0.9 | -9 | 8 | -0.98
C/C(=N\Nc1nc(N)cc(Cl)n1)c1cccc([N+](=O)[O-])c1 | -1 | -9.3 | 0 | 0 | 17 | 1.2 | 0 | -4 | -0.72
Cc1cccc(OC(C)C(=O)NCc2ccc(S(N)(=O)=O)cc2)c1 (stereo not drawn) | 3 | 2.4 | 2 | -5 | 9 | 1.4 | -1 | 2 | 1.1
CCOC(=O)C1CCN(C(=O)Cn2cc(C#N)c3ccccc32)CC1 | 8 | 0.1 | -8 | 3 | 6 | -0.1 | -8 | 1 | x
SMILES | FXIa inh | TNF necrop inh | Rad51 HR inh | Thrombin inh | FXIIa inh 1536 | zVAD death inh | KLK5 inh | Hck-Nef inh | Cl transport mod
CCCN1C2=NCCN2c2ccccc21 | 21 | -2.5 | 0 | 4 | 32 | -0.6 | -22 | 1 | 0.065
O=C(Oc1cccc2c(OC(=O)N3CCCC3)cccc12)N1CCCC1 | 6 | -6.1 | 2 | 3 | 17 | -0.7 | -6 | 8 | -0.16
CCN1C(=O)/C(=C\c2nc3ccccc3c(=O)n2-c2ccccc2)c2ccccc21 | -2 | 1.0 | x | -4 | 10 | 1.3 | -8 | 4 | -0.69
COc1ccc(OC)c(C2NC(=O)NC(C)=C2C(=O)Nc2ccc(C)cc2C)c1 (stereo not drawn) | -4 | 2.6 | -2 | -4 | -4 | 0.5 | 0 | 0 | -1.4
CCn1c(=O)n(-c2ccc(Cl)cc2)c(=O)c2c3c(sc21)COC(C)(C)C3 | 5 | -1.3 | -4 | -2 | 7 | 0.0 | 7 | 1 | -0.8
Cc1sc2ncnc(N3CCN(C(=O)c4ccco4)CC3)c2c1C | -8 | -1.9 | x | 12 | 2 | 1.2 | -4 | 18 | -1.7
COc1ccc(-c2csc(NC(=S)NC(=O)c3cccs3)n2)cc1Br | -3 | -7.2 | -14 | -3 | 0 | 0.8 | -1 | 13 | x
CC(C)(C)c1ccc(CCC2OCC(CN3CCOCC3)O2)cc1 (stereo not drawn) | 4 | 1.5 | -4 | 2 | 9 | 1.8 | 2 | 14 | 0.74
O=C(NC1CC(=O)c2sccc21)c1ccc(Cl)cc1Cl (stereo not drawn) | -3 | -0.6 | 10 | 6 | 1 | 0.5 | -16 | 23 | -0.43
O=C(O)C1CC=CCC1C(=O)Nc1cccc(C(=O)N2CCCCC2)c1 (stereo not drawn) | -4 | -0.4 | -1 | -7 | -4 | -1.1 | 1 | -8 | 0.63
CC/C(=N/OC(=O)c1cccc(C)c1)C(=O)c1cccs1 | -2 | -0.8 | -9 | -2 | 8 | 0.3 | 0 | -9 | 0.094
CC1Cc2ccccc2N1C(=O)CSc1nc2c(c(=O)n(C)c(=O)n2C)n1Cc1ccc(F)cc1 (stereo not drawn) | x | -2.0 | -13 | x | x | 0.3 | x | 11 | -0.15
Cn1c(CSc2ncccn2)nnc1SCC(=O)N1CCCc2ccccc21 | 9 | 0.3 | x | 6 | 20 | -1.0 | -17 | 0 | 0.55
CC(C)(C)OC(=O)N1CCC(c2c(C(=O)O)cnn2-c2ccc(Cl)cc2)CC1 | -3 | -0.6 | x | 2 | 1 | 0.6 | 10 | 2 | 0.39
CCOC(=O)CNS(=O)(=O)c1ccc(S(=O)(=O)N2CCCC2)cc1 | 4 | -0.7 | -1 | -1 | 5 | -0.8 | 4 | 6 | -0.0077
COc1ccc(Cn2c(=O)[nH]c3cc(C(=O)NC4CCN(Cc5ccccc5)CC4)ccc32)cc1 | -3 | -5.5 | 6 | -4 | 2 | 2.0 | 11 | 24 | 0.00036
OCC1(Cc2cccc(F)c2)CCN(Cc2cccc3nccnc23)CC1 | 1 | 1.6 | x | -1 | 5 | -1.7 | 20 | 12 | x
CCOC(=O)C1CCN(C(=O)CSc2nnc(-c3ccco3)n2-c2ccccc2)CC1 | -10 | 0.0 | -4 | -4 | -5 | -0.5 | 0 | 0 | x
O=C(NCCCN1CCCC1)c1ccc2c(c1)N(Cc1ccccc1)CCS2 | -3 | -2.9 | x | -5 | -3 | 0.6 | -3 | 13 | -0.91
O=C(CCSc1nnc(-c2ccco2)o1)Nc1ccccc1 | 2 | 2.4 | -3 | -6 | 11 | -0.1 | -15 | 3 | x
O=C1c2cccc3c(N4CCOCC4)c([N+](=O)[O-])cc(c23)C(=O)N1c1cccc2ccccc12 | 14 | 0.2 | 11 | 1 | 23 | -0.1 | -8 | 2 | 1.2
Cc1nnc(SCC(=O)Nc2sc3c(c2C#N)CCCC3)[nH]c1=O | 9 | -1.6 | 11 | 1 | 3 | -0.3 | -14 | 1 | 0.35
Cc1ccc(S(=O)(=O)n2nc(-c3ccco3)nc2N)cc1 | -4 | 0.9 | -52 | -15 | 1 | 1.1 | 0 | 23 | 1.2
COc1ccccc1C(=O)N/N=C/c1ccc(Cl)s1 | 9 | 0.5 | 0 | -4 | 16 | 1.1 | -14 | 5 | -1.9
COC(=O)Cn1c(=NC(=O)C(C)(C)C)sc2c(C)cc(C)cc21 | -1 | -1.6 | 15 | 1 | 9 | 0.6 | -1 | 2 | 0.45
CN(C)CCNC(=O)NC(=O)c1ccc(Cl)cc1 | 8 | 1.3 | x | 2 | 10 | -0.4 | -9 | 2 | -0.13
COc1ccc(CCNC2CC(C)N(C)CC2C)cc1OC (stereo not drawn) | 13 | 0.3 | 6 | 1 | 8 | -0.1 | -21 | -1 | x
CCSc1ncc(CO)c(N)n1 | 2 | 0.1 | -6 | -7 | 9 | 0.0 | -7 | 9 | 1.2
COc1cc(C(Nc2ccc(S(=O)(=O)N3CCC(C)CC3)cc2)C(=O)NCC2CCCO2)cc(OC)c1OC (stereo not drawn) | 9 | -0.5 | x | 0 | 14 | x | -11 | 4 | 3.7

Five records picked at random from those above:
SMILES | FXIa inh | TNF necrop inh | Rad51 HR inh | Thrombin inh | FXIIa inh 1536 | zVAD death inh | KLK5 inh | Hck-Nef inh | Cl transport mod
OCC1(Cc2cccc(F)c2)CCN(Cc2cccc3nccnc23)CC1 | 1 | 1.6 | x | -1 | 5 | -1.7 | 20 | 12 | x
CCn1c(=O)n(-c2ccc(Cl)cc2)c(=O)c2c3c(sc21)COC(C)(C)C3 | 5 | -1.3 | -4 | -2 | 7 | 0.0 | 7 | 1 | -0.8
COc1ccc(CCNC2CC(C)N(C)CC2C)cc1OC (stereo not drawn) | 13 | 0.3 | 6 | 1 | 8 | -0.1 | -21 | -1 | x
CCOC(=O)CNS(=O)(=O)c1ccc(S(=O)(=O)N2CCCC2)cc1 | 4 | -0.7 | -1 | -1 | 5 | -0.8 | 4 | 6 | -0.0077
O=C(Oc1cccc2c(OC(=O)N3CCCC3)cccc12)N1CCCC1 | 6 | -6.1 | 2 | 3 | 17 | -0.7 | -6 | 8 | -0.16
